High-throughput results as filed in PubChem BioAssay.
PglD inh: blocks C. jejuni PglD acetyltransferase activity. purified PglD enzyme, DTNB colorimetric CoA detection. inhibition, % at 12.5 µM. 360,000 compounds, 0.098% hits. AID 602405; in the data active = inhibition above about 16%, passing the limit was not always enough; inconclusive = no clear call, values can overlap the other calls; also: strong numbers were not always called active
miR-122 sensor: blocks miR-122 activity in Huh7 sensor cells; Huh7 miR-122 Renilla luciferase sensor, 48 h; neutral wells = 0, positive control = 100; activation (reporter increase), % at 12.5 µM; 340,000 compounds, 0.3% hits; AID 602342;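 active = mean replicate activation score at least 90 and every replicate individually at or above 90; inconclusive = only one of the two criteria met; inactive = neither criterion met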;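 also: higher luciferase means less miR-122 activity so hits act as miR-122 inhibitors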
CFTR F508del cor: CFTR F508del correction in bronchial cells | AID 720511 | CFBE cells, YFP halide quenching; stimulated with forskolin plus potentiator P3; % fluorescence drop versus neutral controls | 350,000 compounds, 0.36% hits | activity (quench increase), % at 7.58 µM;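 active = mean added fluorescence quench of at least 8% versus neutral control, with both replicates also reaching 8%; inconclusive = only one of the mean or replicate conditions met; inactive = mean below 8% and not both replicates reaching 8%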;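 also: cells transiently co-express mutant CFTR-F508del with the halide-sensitive YFP; corrector assay measuring rescue of mutant channel to the surface after 24 h compound exposure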
PGC1a acetyl inh: lowers PGC1a acetylation signal in U2OS cells; 350,000 compounds, 0.17% hits; AlphaScreen anti-acetyl-lysine; with virally co-expressed GCN5 acetyltransferase; inhibition, % at 15.6 µM;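 active = every replicate shows inhibition of at least 40%; inconclusive = mean inhibition at least 40% but some replicate below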;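 also: 0% = neutral control wells and 100% = positive control wells; some results beyond the cut were filed as inactive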
FN deposition inh: fibronectin deposition inhibition | inhibition, % at 12.6 µM | AH1F fibroblasts, Alexa488-fibronectin deposition fluorescence, overnight | 350,000 compounds, 0.086% hits;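 active = mean inhibition across replicates of 30% or more, regardless of how many single replicates reach that level; inconclusive = mean under 30% yet at least half of replicates reach 30%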;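 also: positive control wells lacked labelled fibronectin entirely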
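Measured by – fluorescence 485/525 nm · System – AH1F fibroblast monolayer, labelled fibronectin deposition · Amount – 10000 cells per well · Buffer or medium – serum-reduced DMEM (2% serum) · Doses – single dose, pinned · Also added – fluorescent fibronectin at 24 nM final · Schedule – 1 h cell attachment, overnight exposure to compound and label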
INS-1E GSIS act: primary screen for activators of insulin secretion dependent on glucose, INS-1E cells, GLuc reporter luminescence; INS-1E GLuc reporter insulin secretion, 2-3 h; activation, % at 16.6 µM; 370,000 compounds, 0.61% hits; AID 743287;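 active = lowest replicate activation of at least 40%, so every replicate reaches that level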;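 also: 0% = median of neutral control wells and 100% = median of IBMX positive control wells; some compounds called inactive have numbers as strong as hits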
Statin myotox sup: suppression of simvastatin myotoxicity; C2C12 myotubes + simvastatin, ATP luminescence, 48 h; scaled: DMSO 0, geranylgeraniol control 100; AID 602340; rescue of ATP level, % at 7.49 µM; 330,000 compounds, 0.78% hits;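 active = mean ATP rescue above about 67%, or every replicate alone reaching that limit, limit read from the data, passing the limit was not always enough; inconclusive = no clear call, values can overlap the other calls; inactive = mean under the limit and some replicate under it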;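 also: myotubes were challenged with 10 µM simvastatin during compound exposure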
Cneo AK release: causes C. neoformans cell lysis | adenylate kinase release luminescence, 4 h; normalised: neutral wells 0, clomiphene wells 100 | lysis activity, % at 15 µM | 360,000 compounds, 0.2% hits | AID 651654;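 active = mean lysis activity across replicates of at least 80%, whatever share of replicates individually reach that level; inactive = mean lysis activity below 80%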
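Assay system: log-phase C. neoformans yeast / Quantity: yeast cell density of 5 × 10^6 cells/mL / Medium: fresh YPD growth medium / Compound: single dose / Timing: static 4 h at 37 °C with compound, 1 h detection / Measured by: adenylate kinase release luminescence / Read-out: lysis from increased AK signal / Benchmarks: Clomiphene as positive lysis control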
* marks the source's active call; other numbers are inactive results; ? = inconclusive; / = no result given; [ ] = another dose, or the depositor's remark. The order is random; overall some 2.1% were active at least once.

SMILES	PglD inh	miR-122 sensor	CFTR F508del cor	PGC1a acetyl inh	FN deposition inh	INS-1E GSIS act	Statin myotox sup	Cneo AK release
Cc1ccc(S(=O)(=O)N2CCN(C(=O)COc3ccc(C)nc3[N+](=O)[O-])CC2)c(C)c1	/	/	0.6	3	-6	-3	/	/
COc1cccc(-c2cnc3c(c2)C(=O)N([C@H](C)CO)C[C@H](C)[C@H](CN(C)C(=O)Nc2ccc4c(c2)OCO4)O3)c1	0	-4[16.7 µM]	-3.5	-26	/	-20	4	16
COc1ccc(-c2cc(C(F)(F)F)n3ncc(C(=O)N4CCCCC4c4cccnc4)c3n2)cc1 (stereo not drawn)	/	2	0.8	5	-1	-2	-5	/
CCCNC(=O)[C@H]1[C@H](CO)[C@H]2Cn3c(cccc3=O)[C@@H]1N2C(=O)C1CC1	-1	5[16.7 µM]	-0.6	/	/	5	-11	-1
O=C(O)c1ccc2c(c1)OCCCO2	2	7	-0.7	?	-7	26	0	-3
Cc1ccc(S(=O)(=O)N2[C@@H](c3ccc(Br)cc3)C(C(=O)O)=CC[C@H]2c2ccc(Cl)c(Cl)c2)cc1	1	7	2.0	-10	2	8	10	3
CCCCCCCCCOC1OC(CO)C(O)C(O)C1NC(C)=O (stereo not drawn)	/	-3	-4.7	7	-2	3	-6	/
CSc1nccc(Nc2ccccc2)c1C#N	-3	3	/	4	/	/	3	7
O=C(CC(c1ccc(F)cc1)c1ccco1)N1CCOCC1 (stereo not drawn)	2	-5	/	-2	/	18	13	3
CN1CCN(c2nc3ccccn3c(=O)c2C=O)CC1	-6	4	/	10	/	/	-8	0
COc1ccc(OC)c(S(=O)(=O)N2CCC(C(=O)NCc3ccccn3)CC2)c1	2	-2	-2.2	-5	-4	1	-1	-1
Cc1ccc(S(=O)(=O)Nc2ccc3c(c2)C(=O)N([C@@H](C)CO)C[C@H](C)[C@@H](CN(C)Cc2ccncc2)OCCCC[C@@H](C)O3)cc1	2	-4[16.7 µM]	1.0	-6	-5	-21	/	50

Just miR-122 sensor, for some of the entries so far:
SMILES | miR-122 sensor
O=C(O)c1ccc2c(c1)OCCCO2 | 7
Cc1ccc(S(=O)(=O)N2[C@@H](c3ccc(Br)cc3)C(C(=O)O)=CC[C@H]2c2ccc(Cl)c(Cl)c2)cc1 | 7
CCCCCCCCCOC1OC(CO)C(O)C(O)C1NC(C)=O (stereo not drawn) | -3
CSc1nccc(Nc2ccccc2)c1C#N | 3

The list continues:
SMILES	PglD inh	miR-122 sensor	CFTR F508del cor	PGC1a acetyl inh	FN deposition inh	INS-1E GSIS act	Statin myotox sup	Cneo AK release
O=c1cc(CO)occ1OCc1ccccc1	9	-4	/	2	/	8	3	4
COc1ccc(-c2csc(NC(=O)CSc3ncn[nH]3)n2)cc1OC	1	-2	4.5	-1	11	16	2	-1
CCCNS(=O)(=O)c1ccc(CCC(=O)NCC2CCCO2)cc1 (stereo not drawn)	-8	-3	/	3	/	3	1	-3
CCc1nc2ccccc2n(CCOCCOCCn2c(=O)c(CC)nc3ccccc32)c1=O	-3	-3	/	-5	/	/	114*	4
CCC(NC(=O)NNC(=O)c1ccncc1)(C(F)(F)F)C(F)(F)F	-4	6	0.4	-2	11	8	1	-1
COC(=O)c1c(C(=O)OC)c(-c2ccc(F)cc2)n2c1CS(=O)C2 (stereo not drawn)	-1	-1	/	-2	-2	20	-7	1
CCCc1cc(C(=O)NNC(=S)NC(C)c2ccccc2)cs1 (stereo not drawn)	2	-7	/	0	2	-35	1	6
O=C(OC(C(=O)O)C(OC(=O)c1ccccc1)C(=O)NCc1ccccc1)c1ccccc1 (stereo not drawn)	0	0	/	5	-7	2	13	-1
COCCN1C=C(C(=O)OC)C(c2ccc(OC)c(OC)c2)C(C(=O)OC)=C1	-3	-6	/	-7	/	12	3	0
COc1ccc(NC(=O)c2ccc(OC)c(S(=O)(=O)N3CCCCC3C)c2)cn1 (stereo not drawn)	-1	/	3.6	/	5	1	0	-1
COC(=O)c1cccc(CN2C(=O)C(C)Sc3ccc(C)cc32)c1 (stereo not drawn)	8	0	-3.2	-6	-1	-18	-13	1
COc1cc(C(=O)c2cocc2C(=O)c2ccc3c(c2)OCO3)cc(OC)c1OC	-2	18	13*	-19	4	4	-74	-3
CCOc1ccc(NC(=O)CN(C)C(=O)c2ccccc2SCc2c(C)noc2C)cc1OCC	-4	0	0.0	-8	/	-1	-8	0
COc1ccc(S(=O)(=O)N(C)C[C@@H]2Oc3ccc(NS(C)(=O)=O)cc3C(=O)N([C@H](C)CO)C[C@@H]2C)cc1	-1	-3[16.7 µM]	0.6	-3	/	17	/	-2
Cc1cc(-c2ccccc2)n(-c2cc(N/N=C/c3ccccc3O)ncn2)n1	10	17	/	38	-2	27	/	1
COC(=O)NCc1cccc(CNC(=O)OC)c1	30*	2	/	4	/	/	-2	0
O=C(NCc1ccco1)C1CC(c2cccc([N+](=O)[O-])c2)=NO1 (stereo not drawn)	-6	-4	2.9	-17	-6	-19	-6	-1
O=C(O)CSc1nnc(COc2ccc(Br)cc2)n1-c1ccccc1	5	-2	1.9	0	-4	-3	-5	0
COc1ccc(OC)c2sc(N3CCN(c4ccccc4)CC3)nc12	-5	3	/	0	15	/	7	-1
C[C@H](NC(=O)C[C@H]1C[C@H]2c3cc(NC(=O)NC4CCCCC4)ccc3O[C@H]2[C@H](CO)O1)c1ccccc1	3	1[16.7 µM]	-1.0	3	/	13	-3	-4
O=S(=O)(c1ccc(Cl)c(S(=O)(=O)N2CCCC2)c1)N1CCCC1	/	/	0.8	5	-6	13	/	/
NNc1nc2c(Cl)cccc2s1	3	-5	-1.7	-14	-11	8	/	1
FC(F)(F)c1cnc(Sc2nnc(-c3cccs3)n2CC2CCCO2)c(Cl)c1 (stereo not drawn)	-8	1	/	-7	/	-12	12	-4
O=c1[nH]c(C2CCN(S(=O)(=O)c3ccc(S(=O)(=O)NC4CC4)cc3)CC2)nc2c1nnn2Cc1ccc(F)cc1	2	-6	2.5	/	1	-14	9	0
CCc1c(C)c2cc(Cl)c(O)c(CN3CCCC3)c2oc1=O	3	-5	1.1	4	2	32	-8	4
Nc1nc(=S)[nH]c2c1C1(CCCC1)Cc1ccccc1-2	3	-1	/	4	10	/	-16	2
COc1ccc(NC(=O)Nc2ccc3c(c2)C(=O)N([C@@H](C)CO)C[C@H](C)[C@H](CN(C)C(=O)C2CCCCC2)OCCCC[C@@H](C)O3)cc1	2	-11[16.7 µM]	2.9	-1	/	-11	41	2
Cc1cc2cc(C#N)c(N3CCOCC3)nc2cc1Cl	0	-5	-1.2	6	-3	24	-7	-1
COc1ccc(C(CCN2CCCCC2)c2c(O)cc(OC)cc2OC)cc1 (stereo not drawn)	-1	1	-0.9	/	9	-3	0	3
CN(C)CCNC(=O)CNC(=S)N(CCCN1CCOCC1)Cc1cccs1	/	/	2.1	-2	-3	34	/	/
C[C@H](CO)N1C[C@H](C)[C@H](CN(C)C(=O)Nc2cccc3ccccc23)Oc2ccc(NC(=O)Nc3ccc(F)cc3)cc2CC1=O	1	10[16.7 µM]	-1.1	1	/	-11	19	62
COc1ccc2c(c1)C(=O)N(Cc1ccccc1)C(=O)C2(C)C	/	1	3.2	/	9	24	7	/
O=C(CCN1C(=O)/C(=C/c2ccc3c(c2)OCO3)SC1=S)Nc1ccccc1	6	-3	/	35	-2	9	/	-1
COC(CNC(=O)c1ccc(CS(=O)(=O)c2ccccc2)o1)OC	-2	/	-0.5	2	-13	-6	-9	2
O=C(CCc1ccccc1)Nc1cc2c(cc1C(=O)O)OCCCO2	/	0	-2.8	6	3	-15	-6	/
Cc1nc(C)n(CC(O)COc2ccc3ccccc3c2)n1 (stereo not drawn)	0	6	/	/	8	/	/	2

Some of these compounds in order of the PglD inh value, low to high:
| Structure | PglD inh | miR-122 sensor | CFTR F508del cor | PGC1a acetyl inh | INS-1E GSIS act |
| --- | --- | --- | --- | --- | --- |
| COc1ccc(OC)c2sc(N3CCN(c4ccccc4)CC3)nc12 | -5 | 3 | / | 0 | / |
| COC(CNC(=O)c1ccc(CS(=O)(=O)c2ccccc2)o1)OC | -2 | / | -0.5 | 2 | -6 |
| COC(=O)NCc1cccc(CNC(=O)OC)c1 | 30* | 2 | / | 4 | / |

PglD inh, hit marks shown above.
mol | PglD inh | miR-122 sensor | CFTR F508del cor | PGC1a acetyl inh | INS-1E GSIS act
COC(=O)NCc1cccc(CNC(=O)OC)c1 | 30* | 2 | / | 4 | /

(cont.)
SMILES	PglD inh	miR-122 sensor	CFTR F508del cor	PGC1a acetyl inh	FN deposition inh	INS-1E GSIS act	Statin myotox sup	Cneo AK release
CC1(C)CC(C(=O)Nc2ccccc2)C(=O)O1 (stereo not drawn)	5	5	0.3	-1	2	5	1	1
C[C@@H]1CN([C@H](C)CO)C(=O)c2cc(NC(=O)C3CC3)ccc2O[C@H]1CN(C)C(=O)Nc1cccc2ccccc12	-1	5[16.7 µM]	-2.0	7	-4	-10	6	4
O=C(Nc1ccc(F)cc1F)c1cccn1-c1ncc(C(F)(F)F)cc1Cl	-1	1	-1.0	-2	/	-33	1	0
COCC(=O)N1C[C@@H](C)[C@H](OC)CN(C)C(=O)c2ccc(NC(=O)c3ccccc3)cc2OC[C@@H]1C	2	0[16.7 µM]	0.2	10	6	1	9	-2
CC(C)CC#Cc1cnc2c(c1)C(=O)N([C@H](C)CO)C[C@@H](C)[C@H](CN(C)C(=O)Nc1ccccc1F)O2	-3	2[16.7 µM]	-1.7	-6	4	-18	2	5
COc1cc(C(=O)Nc2ccc(C)cn2)c([N+](=O)[O-])cc1OC	3	/	-3.2	0	-8	-6	/	-2
CC1CN(C(=S)Nc2ccccc2)C(C)CN1C=O (stereo not drawn)	7	/	1.4	4	-8	3	-6	0
COc1cccc(NC(=O)CN(C)C(=O)c2sc3cc(Cl)ccc3c2Cl)c1	2	1	-1.7	/	9	-19	-2	0

In a second layout: entries from further up
smiles: CCC(NC(=O)NNC(=O)c1ccncc1)(C(F)(F)F)C(F)(F)F
  PglD inh: -4 | miR-122 sensor: 6 | CFTR F508del cor: 0.4 | PGC1a acetyl inh: -2 | FN deposition inh: 11 | INS-1E GSIS act: 8 | Statin myotox sup: 1 | Cneo AK release: -1

smiles: COC(=O)c1c(C(=O)OC)c(-c2ccc(F)cc2)n2c1CS(=O)C2 (stereo not drawn)
  PglD inh: -1 | miR-122 sensor: -1 | CFTR F508del cor: / | PGC1a acetyl inh: -2 | FN deposition inh: -2 | INS-1E GSIS act: 20 | Statin myotox sup: -7 | Cneo AK release: 1

smiles: CCCc1cc(C(=O)NNC(=S)NC(C)c2ccccc2)cs1 (stereo not drawn)
  PglD inh: 2 | miR-122 sensor: -7 | CFTR F508del cor: / | PGC1a acetyl inh: 0 | FN deposition inh: 2 | INS-1E GSIS act: -35 | Statin myotox sup: 1 | Cneo AK release: 6

smiles: O=C(OC(C(=O)O)C(OC(=O)c1ccccc1)C(=O)NCc1ccccc1)c1ccccc1 (stereo not drawn)
  PglD inh: 0 | miR-122 sensor: 0 | CFTR F508del cor: / | PGC1a acetyl inh: 5 | FN deposition inh: -7 | INS-1E GSIS act: 2 | Statin myotox sup: 13 | Cneo AK release: -1
